Source: PubChem BioAssay
IMP-1 inh: inhibitors of Pseudomonas aeruginosa IMP-1 metallo-beta-lactamase; inhibition, % at 5.6 µM; 0.45% of 290,000 active; purified IMP-1, nitrocefin hydrolysis, epi-absorbance fluorescence;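 active = inhibition above the mean plus 3 SD of all compounds in the same screening run, cut at about 4.5% in these data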;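 note: 0% = IMP-1 with DMSO and 100% = DMSO wells lacking enzyme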
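assay system = purified recombinant IMP-1 metallo-beta-lactamase enzyme | schedule = 15 min preincubation plus 25 min reaction at 25 °C | signal = Epi-absorbance fluorescence, 480 nm excitation, 530 nm emission | read-out basis = percent inhibition from optical density relative to buffer-blank wells | controls = IMP-1 with DMSO as 0%, enzyme-free DMSO as 100%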
VIM-2 inhibitor: blocks Pseudomonas aeruginosa VIM-2 metallo-beta-lactamase. inhibition, % at 5.6 µM. AID 1527. purified VIM-2, nitrocefin hydrolysis, epi-absorbance fluorescence. 0.89% of 290,000 active;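 active = inhibition above the mean of all tested compounds plus 3 SD, cutoff set per screening run, cut at about 7.5% in these data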;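 note: red hydrolysis product quenches plate fluorescence so inhibitors raise well fluorescence; 0% = enzyme with DMSO and 100% = DMSO without enzyme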
IDE act: IDE (human) activation, cell-based; P14735; HEK cells, FAbeta-B cleavage, fluorescence polarization; 0% vehicle, 100% cell-free pure enzyme wells; activation, % at 5.96 µM; 0.073% of 340,000 active; AID 493087;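 active = activation above the mean of all tested compounds plus 3 SD, set per screening campaign, cut at about 17% in these data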
UBC9 SUMO inh: inhibitors of human SUMOylation (UBC9); AID 2006; P63279; 0.36% of 290,000 active; HTRF SUMOylation assay, SAE1/SAE2 + UBC9, in vitro; inhibition, % at 35 µM; in the data active = inhibition above about 50%, passing the limit was not always enough; note: strong numbers were not always called active
GalR3 antagonist: human GalR3 antagonism. O60755. inhibition, % at 3 µM. HEK293 GalR3-CNG cAMP membrane potential fluorescence; galR3 body fused to GalR1 C-terminus. 0.44% of 360,000 active;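 active = inhibition above the screen-wide average plus 3 SD, cut at about 13% in these data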;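 note: forskolin and galanin both at EC90 stimulate the cells; cAMP rise reported by CNG channel membrane potential dye signal; 0% = forskolin plus galanin with DMSO and 100% = forskolin alone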
pCIP destab: lowers stability of the mouse p/CIP coactivator protein | 0.01% of 290,000 active | decrease of EGFP signal, % at 10 µM | Q05BA5 | AID 1984 | F442A p/CIP-EGFP cells, EGFP fluorescence, 16 h;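 active = EGFP signal decrease of at least 30% at 10 µM or well 3 SD below plate mean, unless failing retest; inactive = the rest, including hits failing retest or dose response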; note: some compounds called inactive have numbers as strong as hits; many of its hits are not listed in these tables
Target sequence (Q05BA5 1-1403): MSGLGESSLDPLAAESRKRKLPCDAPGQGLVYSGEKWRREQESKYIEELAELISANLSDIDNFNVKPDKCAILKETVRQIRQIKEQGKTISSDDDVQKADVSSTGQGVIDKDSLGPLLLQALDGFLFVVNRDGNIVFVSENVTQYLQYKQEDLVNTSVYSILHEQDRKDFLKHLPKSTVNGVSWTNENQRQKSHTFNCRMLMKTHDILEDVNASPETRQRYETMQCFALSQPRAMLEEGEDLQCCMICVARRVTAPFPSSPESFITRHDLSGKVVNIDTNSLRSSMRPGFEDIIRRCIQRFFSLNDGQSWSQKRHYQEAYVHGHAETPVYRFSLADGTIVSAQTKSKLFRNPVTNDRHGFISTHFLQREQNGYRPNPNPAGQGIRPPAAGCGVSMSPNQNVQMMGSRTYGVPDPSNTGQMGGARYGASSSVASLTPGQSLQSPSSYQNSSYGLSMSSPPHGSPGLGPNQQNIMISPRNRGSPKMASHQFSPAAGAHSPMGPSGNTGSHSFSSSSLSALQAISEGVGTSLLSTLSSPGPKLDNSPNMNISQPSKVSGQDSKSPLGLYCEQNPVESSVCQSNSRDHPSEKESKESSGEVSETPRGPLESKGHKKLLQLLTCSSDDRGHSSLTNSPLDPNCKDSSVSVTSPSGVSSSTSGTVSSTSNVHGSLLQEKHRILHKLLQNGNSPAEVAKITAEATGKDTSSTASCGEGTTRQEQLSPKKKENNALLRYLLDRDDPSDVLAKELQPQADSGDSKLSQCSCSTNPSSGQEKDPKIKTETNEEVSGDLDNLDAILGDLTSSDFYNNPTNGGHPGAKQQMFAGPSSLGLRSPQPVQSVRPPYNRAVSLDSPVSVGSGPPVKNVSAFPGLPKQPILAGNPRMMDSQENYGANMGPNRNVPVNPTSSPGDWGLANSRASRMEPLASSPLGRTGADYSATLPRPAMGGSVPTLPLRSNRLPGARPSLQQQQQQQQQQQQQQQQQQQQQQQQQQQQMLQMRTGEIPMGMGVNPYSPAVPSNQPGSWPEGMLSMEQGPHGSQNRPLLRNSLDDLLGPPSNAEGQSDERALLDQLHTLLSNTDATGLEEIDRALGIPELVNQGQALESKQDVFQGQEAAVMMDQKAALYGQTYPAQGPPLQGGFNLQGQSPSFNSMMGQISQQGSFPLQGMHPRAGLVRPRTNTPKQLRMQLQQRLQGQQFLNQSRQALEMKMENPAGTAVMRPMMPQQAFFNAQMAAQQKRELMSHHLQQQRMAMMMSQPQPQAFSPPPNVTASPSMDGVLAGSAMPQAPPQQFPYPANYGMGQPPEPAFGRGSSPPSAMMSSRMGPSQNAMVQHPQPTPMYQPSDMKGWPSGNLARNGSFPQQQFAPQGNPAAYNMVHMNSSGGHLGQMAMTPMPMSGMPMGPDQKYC
CRFR2-BP antag: CRF-BP/CRF-R2 complex antagonism; inhibition, % at 11.8 µM; AID 588475; 0.59% of 350,000 active; HEK293 CRF-R2/CRF-BP, CRF-induced calcium fluorescence;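 active = inhibition of the ligand-induced calcium signal above about 50% at the single tested concentration, limit read from the data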
HCV NS3 hel inh: blocks Hepatitis C virus NS3 helicase unwinding; NS3 helicase DNA unwinding, Cy5 molecular beacon fluorescence; AID 1800; inhibition, % at 10.9 µM; 0.56% of 290,000 active;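 active = inhibition above the mean of all tested compounds plus 3 SD, set per campaign, cut at about 35% in these data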;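 note: 0% = DMSO wells and 100% = thioflavine S control wells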
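Material: hepatitis C virus NS3 helicase domain fragment enzyme; measured by: Cy5 fluorescence, 0 and 60 min reads; control set: DMSO and thioflavine S; incubation: 60 min unwinding reaction at 25 °C after ATP addition; read-out basis: % inhibition from 60/0 min fluorescence ratio, DMSO 0%, thioflavine S 100%; repeats: singlicate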
IDE inh: inhibitors of human insulin-degrading enzyme in cells; HEK cells, FAbetaB cleavage, fluorescence polarization; inhibition, % at 5.59 µM; 0.41% of 320,000 active; AID 434962;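 active = percent inhibition above the average of all tested compounds plus 3 SD, set per screening campaign, cut at about 16% in these data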;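 note: IDE supplied by intact live HEK cells; FP after avidin binding of uncleaved biotin substrate so inhibition keeps polarization high; 0% = DMSO wells and 100% = 60 µM reference IDE inhibitor Ii1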
* marks the source's active call; other numbers are inactive results; . = not tested or not shown.

Values run as follows: IMP-1 inh, VIM-2 inhibitor, IDE act, UBC9 SUMO inh, GalR3 antagonist, pCIP destab, CRFR2-BP antag, HCV NS3 hel inh, IDE inh
1) Cn1cc(C(=O)NCC2COc3ccccc3O2)c(=O)c2cc(S(=O)(=O)N3CCCCC3)ccc21 (stereo not drawn)
    -5.2, 0.1, 1, 11, 2, 6, 11, -5, 4
2) O=C(Nc1cccc(S(=O)(=O)N2CCCC2)c1)c1cc(=O)[nH]c2ccccc12
    ., ., -5, ., -5, ., -4, ., -3
3) CCOC(=O)c1ccc(NC(=S)N(CCCN2CCN(CC)CC2)Cc2cccs2)cc1
    -1.9, -3.1, -1, 4, -4, 4, -7, -9, 2
4) CC(C)C(C(=O)OCC(=O)c1ccccc1)N1C(=O)C2C3C=CC(C3)C2C1=O (stereo not drawn)
    -1.4, -1.9, 0, 3, -5, 4, 6, 0, -2
5) CCCN(CCC)c1ccc(C(O)c2nnc(-c3ccccc3)o2)cc1 (stereo not drawn)
    -1.9, -4.4, 2, -13, -6, -13, 3, 17, -13
6) COC(=O)C1CCN(C(=O)NC(C)(C)C)CC1
    -7.1, -4.4, 2, 17, 1, -12, 23, 1, 2
7) COc1cccc(-c2nn(-c3ccccc3)cc2CN(C)Cc2ccon2)c1
    -3.4, -5.2, -2, -2, -5, -2, -1, -3, 1
8) Oc1[nH]c2ccc(Br)cc2c1N=Nc1nn[nH]n1
    -0.2, 0.7, 1, 2, 0, -2, -6, 3, -1
9) Cc1ccccc1NC(=O)CSc1nc2ccccc2c2nc(CCn3cncc3C)nn12
    -1.9, 1.6, 3, 14, -2, -6, -13, -12, 10
10) O=C(NC1CCCCCCC1)c1ccc(F)cc1
    -2.2, 0.3, -1, -4, -11, 0, -19, 7, -6
11) Cc1ccc2cc(C#N)c(NCc3ccccc3)nc2c1
    -2.7, -4.4, 2, 8, 7, -3, -5, 11, -6
12) O=C(NCC1c2ccccc2CCN1C(=O)CN1CCOCC1)C1CCCCC1 (stereo not drawn)
    -2.6, -1.6, 3, 4, -2, -1, -1, 3, 2
13) N#CC(C(=O)NCCc1ccccc1)c1nc2ccccc2nc1N1CCCCC1 (stereo not drawn)
    -2.5, 2.9, 5, -4, -4, -6, -14, 9, 0
14) Cc1ccccc1NC(=O)CSc1nnc2ccc(-c3ccncc3)nn12
    ., ., 0, ., -3, ., 3, ., -2
15) O=C1OCC2=C1C(c1ccc(F)cc1)CC(=O)N2c1ccc(F)cc1 (stereo not drawn)
    -1.8, -1.9, -2, 2, ., 12, ., -15, 0
16) CNCC(O)Cn1c2c(c3ccccc31)CCCC2 (stereo not drawn)
    -1.7, 0.8, -1, -15, -5, 8, -17, -11, -2
17) CCN(CC)S(=O)(=O)c1ccc(N2CCOCC2)c(NC(=O)C(C)Oc2ccc(F)cc2)c1 (stereo not drawn)
    ., ., 14, ., -1, ., 2, ., 2
18) CC(=O)Oc1cccc(N2C(=O)C3C(C2=O)C2C=CC3C23CC3)c1 (stereo not drawn)
    -2.5, -2.1, 4, 11, -3, -17, 5, 2, 1
19) O=C(CN1CCN(Cc2ccccc2)CC1)NCc1ccccc1Cl
    -3.9, -1.3, 2, 12, -9, -9, -7, -13, -2
20) Cc1cc(C(F)(F)F)nn1Cc1n[nH]c(=S)n1-c1ccc(F)cc1
    -3.0, -3.3, -6, 10, -5, -3, -1, -7, -2
21) O=c1[nH]nc(-c2ccc(F)cc2)cc1Cc1ccc(F)cc1
    -1.3, -0.8, 7, 15, -4, -7, -19, -4, -10
22) Cc1c(O)ccc(NS(=O)(=O)c2ccccc2)c1C
    -0.1, -0.6, 6, 13, -6, 11, 21, -4, -4
23) COc1ccc2c(c1OC)C(=O)N(c1cccc(C)c1)C2=O
    -1.8, -2.3, 4, -11, -1, 2, -2, 9, 4
24) CCCCc1ccc(-c2csc(/C(C#N)=C\c3ccco3)n2)cc1
    -3.0, -3.8, 4, 29, -2, -8, -24, 12, 2
25) Oc1c(C(Nc2nc3ccccc3s2)c2ccco2)ccc2cccnc12 (stereo not drawn)
    -2.1, 0.6, -9, -102, -1, -4, 2, 23, 6
26) COc1ccc(-n2c(SCC(=O)Nc3nccs3)nnc2-c2ccoc2C)cc1
    -6.5, -3.2, 3, 26, -2, 6, 13, 2, 3
27) CC(=O)Nc1c(C(=O)O)[nH]c2ccccc12
    -1.6, -0.2, 5, 1, 6, 2, -23, -3, 4
28) COC(=O)c1ccc(NS(=O)(=O)c2ccc3c(c2)n(C)c(=O)n3C)cc1
    -2.3, -0.3, 2, 6, -4, -14, -13, -1, 1
29) COc1ccc(C(=O)Nc2nncs2)cc1S(=O)(=O)N1CC(c2ccccc2)CC1=O (stereo not drawn)
    -3.3, -2.3, 1, 13, 10, -15, 2, -5, 0
30) COc1ccc(-c2cccc(NS(=O)(=O)c3cccc([N+](=O)[O-])c3)c2)nn1
    ., ., 1, ., 0, ., 58*, ., 1
31) O=S(=O)(Nc1nc2ccccc2nc1Nc1ccc2c(c1)OCO2)c1ccc(F)cc1
    -4.6, -2.1, -1, 20, 1, -17, 29, 18, -6
32) Cc1cc2nc(C3CCCN(C(=S)Nc4ccccc4)C3)[nH]c2cc1C (stereo not drawn)
    2.8, -3.2, -4, -7, -9, -24, 10, -9, -2
33) CCOC(=O)c1ccc(NC(=O)CSc2nnc(COc3ccccc3OC)n2CC)cc1
    -2.4, -3.5, 2, 15, 3, -5, -10, -7, -2
34) CCC1CCc2sc(C(=O)N(C)CC(=O)Nc3cccc(OC)c3)cc2C1 (stereo not drawn)
    ., ., 8, ., 0, ., -12, ., -2
35) Fc1ccc(C2CCCN2Cc2nc(Cc3ccccc3)no2)cc1 (stereo not drawn)
    -2.2, -3.4, -4, -7, 3, 5, 5, -5, 5
36) Cc1cccc(-n2cc(-c3ccccc3)[nH]c2=S)c1
    -3.0, -5.8, -3, -3, -8, -24, -13, -6, 3
37) Cc1ccc(Cn2c(=N)n(CC(=O)c3ccc([N+](=O)[O-])cc3)c3ccccc32)cc1
    -1.5, -1.4, -1, 7, -11, -12, -17, 0, -5
38) Cc1ccc(OCCC(=O)OCC(=O)Nc2ccc3[nH]c(=O)[nH]c3c2)cc1
    ., ., 3, ., -3, ., 2, ., -1
39) O=C(NCCN1CCOC1=O)C1CCC(=O)N(CCc2ccc(Cl)cc2)C1 (stereo not drawn)
    -2.1, 0.5, 3, 24, 0, -10, -9, 2, -1
40) N#Cc1c(NC(=O)c2cnccn2)sc2c1CCCC2
    -1.4, -0.2, -1, 17, -1, -1, -10, 1, 9
41) O=C(NCCN1CCOCC1)c1ccc2c(c1)N(Cc1ccccc1F)C(=O)CS2
    -2.4, -1.6, 0, 21, 0, 5, -47, 4, 3
42) Cc1cc(C)c2nc(SCC(=O)N3CCCCC3)c(C#N)cc2c1
    -1.9, -2.1, -6, 0, 2, 4, 16, 1, .
43) Cn1cnnc1Sc1ccc(/C=C(\CCC(=O)O)c2nc3ccccc3s2)cc1[N+](=O)[O-]
    -0.1, 4.3, 4, 23, -6, -15, 16, 1, -5
44) COc1ccccc1NC(=O)Nc1nc(CC(=O)NC2CCCC2)cs1
    ., ., 3, ., -3, ., -6, ., 1
45) CCOC(=O)c1cccc(NC(=S)NCc2ccc(C)cc2)c1
    -3.4, -3.1, -1, -7, -9, 6, -13, 2, 7
46) O=C(Nc1ccc(N2CCOCC2)c(Cl)c1)c1c(F)c(F)c(F)c(F)c1F
    -2.5, -4.9, 0, 3, 0, 8, 34, 2, 8
47) O=C(O)CCNC(=O)COc1ccc2c3c(c(=O)oc2c1)CCCC3
    -3.7, -0.6, -2, 9, -12, -13, 8, -7, .
48) Cc1cc(C(=O)CSc2nnc(-c3cccnc3)n2-c2ccccc2)c(C)n1CC1CCCO1 (stereo not drawn)
    -4.8, -1.8, -19, 3, -7, -6, 6, 9, 8
49) CC(=O)c1cc2c(cc1NC(=O)CCc1c(C)nc3ncnn3c1C)OCO2
    ., ., -1, ., -4, ., -5, ., -2
50) C[C@H](O)Cc1cc2ccccc2c(=O)o1
    ., ., -2, ., 4, ., 3, ., 1

Continued:
Values run as follows: IMP-1 inh, VIM-2 inhibitor, IDE act, UBC9 SUMO inh, GalR3 antagonist, pCIP destab, CRFR2-BP antag, HCV NS3 hel inh, IDE inh
51) Cn1c(SCC(=O)N2CCCC2=O)nnc1-c1ccccc1F
    -2.1, -0.6, -2, -2, -4, -5, -5, 2, 6
52) COc1ccccc1-c1ccc(NC2CCCC2)nn1
    -2.0, 0.9, 9, 8, -3, -15, 45, 3, -5
53) COc1ccc(C(=O)Oc2ccc(C(=S)N3CCCC3)cc2)cc1OC
    -2.0, 0.4, ., 2, ., -6, ., 1, 3
54) CCC(C)NC(=O)Cc1c(OC)ccc2cc(Br)ccc12 (stereo not drawn)
    -1.9, -2.6, 7, 10, -6, -3, -12, 11, 2
55) O=C(Oc1ccc2c3c(c(=O)oc2c1)CCCC3)c1cccs1
    -2.9, -0.5, 2, 6, 1, 9, -20, -6, 0
56) COc1cccc(C2c3c(oc4ccccc4c3=O)C(=O)N2Cc2ccco2)c1 (stereo not drawn)
    ., ., 4, ., -6, ., 19, ., 1
57) Cc1ccc(C2CC(=O)NC(SCC(=O)OCc3ccccc3)=C2C#N)o1 (stereo not drawn)
    -0.6, -1.1, 3, 9, 4, 2, 6, 21, -4
58) O=c1oc2cc(O)ccc2cc1-c1ccc(F)cc1
    -3.6, -4.1, 1, 50*, 2, -7, 3, 9, 2
59) CNC(=O)COc1ccc(S(=O)(=O)N2CCCC2)cc1
    -2.6, -1.4, 2, -1, -2, 2, 2, 5, -1
60) Cc1ccc(-n2nnnc2SCC(=O)N2CCCCC2)cc1
    -3.7, -3.5, 0, -1, -1, 3, -11, -2, 0
61) COc1ccc(S(=O)(=O)N2CCN(C(=O)c3oc4ccccc4c3C)CC2)cc1
    -1.4, -1.9, 1, -7, -3, -24, 5, -12, -1
62) O=C(CCN1CCOCC1)Nc1ccccc1
    -0.5, -0.9, -3, 5, -4, 1, 1, -11, 3
